Pf Dd2 inh: qHTS Primary assay for Inhibitors of Plasmodium falciparum Dd2 growth in vitro. P. falciparum Dd2 growth, SYBR Green, 72 h. Potency, µM (titrated, usually from 28.9 µM), inactives show at the highest dose activity, negative = inhibition, hits mostly inhibitors. actives 4.3% (n = 120,000). AID 1347417, 2020; active = well fitted inhibition curve with a large enough effect; inconclusive = small, poorly fitted or top-dose-only effect; inactive = no such curve, though single readings can be large or run the other way;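 also: plate controls were DMSO vehicle for no effect and reference drug for full effect; nearly all actives have a fitted effect of over 65% in size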
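Infected erythrocytes (Dd2, 0.3% parasitemia, 2.5% hematocrit final) are added to compound in RPMI-1640/Albumax II medium, grown 72 h at 37C in low oxygen, then lysed with saponin/Triton-X containing SYBR Green and read by fluorescence.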
* = called active by the depositor; i = inactive; ? = inconclusive; [ ] = dose if it differs, or a comment. Potency is read from the fitted curve at half-maximal effect. Not all compounds are listed; the hit share may differ from the screen's.

| molecule | Pf Dd2 inh |
| --- | --- |
| Cc1nn(CC(=O)NCc2ccco2)c(=O)c2cc3ccccc3n12 | i |
| COc1cc2nc(SCC(=O)Nc3ccccc3F)n3nc(-c4ccccc4)nc3c2cc1OC | -5.4% |
| CCOc1ccccc1NC(=O)c1c(OC)cc(=O)n2c1CCCC2 | i |
| CN1CCCCC(CC(=O)Nc2ccc3c(c2)OCCO3)C1=O (stereo unspecified) | -18.1% |
| COc1ccc2c(c1)OCC(CNC(=O)c1ccc(-c3nnn(C)n3)cc1)C2 (stereo unspecified) | 1.5% |
| Oc1ccc(-c2nc(C3CC3)nc3c2CN(Cc2ccsc2)CC3)cc1 | 7.08µM* |
| O=C(c1ccncc1)N1CCCC(Cc2noc(-c3cnccn3)n2)C1 (stereo unspecified) | 11.5% |
| CCCCN(C)CC(O)Cn1cc(/C=C/C(=O)c2ccc(OC)c(OC)c2)c2ccccc21 (stereo unspecified) | ? |
| Cc1ccc(Cn2c(C(=O)Nc3ccc(Cl)cc3)cc3sccc32)cc1 | ? |
| Cc1cc(-n2c(C)nc3ccccc3c2=O)ccc1NC(=O)c1ccc(C)c([N+](=O)[O-])c1 | ? |

4 compounds already listed, sorted by molar mass, falling.
| molecule | Pf Dd2 inh |
| --- | --- |
| Cc1cc(-n2c(C)nc3ccccc3c2=O)ccc1NC(=O)c1ccc(C)c([N+](=O)[O-])c1 | ? |
| Oc1ccc(-c2nc(C3CC3)nc3c2CN(Cc2ccsc2)CC3)cc1 | 7.08µM* |
| CCOc1ccccc1NC(=O)c1c(OC)cc(=O)n2c1CCCC2 | i |
| CN1CCCCC(CC(=O)Nc2ccc3c(c2)OCCO3)C1=O (stereo unspecified) | -18.1% |

New compounds follow.
| molecule | Pf Dd2 inh |
| --- | --- |
| Cc1nn(CC(=O)N2CCN(c3ccc(Cl)cc3)CC2)c(=O)c2nc(C(C)C)sc12 | i |
| O=C(NCCCN1CCCC1=O)c1ccc2c(c1)[nH]c(=O)n2C1CCC(O)CC1 (stereo unspecified) | 15.8% |
| O=C1NCC2(CCN(Cc3cccnc3)CC2)Oc2ccccc21 | 12.9% |
| Cc1nc(CCCNC(=O)[C@H]2CNC[C@@H](C(=O)N3CCOCC3)C2)sc1C | -5.6% |
| Cc1cnc(CC2CCN(C(=O)Cc3cccc(F)c3)C2)n1C(C)C (stereo unspecified) | ? |
| O=C(Nc1cccc(C(F)(F)F)c1)C1CCCN(S(=O)(=O)c2cccc3nsnc23)C1 (stereo unspecified) | -19.1% |
| O=C1CCCN1CC(=O)N1CCC(C2CCN(Cc3cccc(F)c3F)CC2)C1 (stereo unspecified) | -2.2% |
| O=C1NC2(CCCN(Cc3cccc4ccccc34)C2)Oc2ccccc21 (stereo unspecified) | i |
| Cc1nc(-c2ccc(F)cc2)n(Cc2nc(-c3ccc(OC(C)C)cc3)oc2C)c(=O)c1CCO | ? |
| Cc1cn2nc(C(=O)NCc3ccccc3Cl)cc2c(=O)[nH]1 | ? |
| COCCN(C)C[C@@H]1CN(C(=O)c2cc3ccccc3n(C)c2=O)C[C@@H]1CO | 11.0% |
| COc1ccc(CNC(=O)CC(c2ccc(OC)cc2)N2Cc3ccccc3C2=O)cc1 (stereo unspecified) | 1.8% |
| CCc1c(C)nc(C)nc1N1CCN(C)C2(CCC(=O)N(CC)CC2)C1 (stereo unspecified) | -0.9% |
| O=C(c1ccc2c(c1)OCO2)N1CCN2C(=O)N(Cc3ccccc3)C(=O)[C@H]2C1 | -16.2%[44.1 µM] |
| CN(Cc1cc2n(n1)CCCNC2)Cc1nc(-c2ccccc2)cs1 | ? |
| CN(CC1CCCO1)c1ccc(C(=O)N2CCC(CCn3cccn3)CC2)cn1 (stereo unspecified) | -17.2% |
| CCc1nnc(SCC(=O)Nc2ccc(F)cc2F)c2cc3sc(C)cc3n12 | -14.9% |
| COc1ccc(NCc2cc3cc4c(cc3n(CC(=O)Nc3cccc(F)c3)c2=O)OCO4)cc1 | -9.4% |
| COCc1nc(C2CC(NC(=O)c3c(F)ccc(C)c3Cl)C2)cc(=O)[nH]1 (stereo unspecified) | -18.5% |
| COc1ccc(CNC(=O)c2cc(C)nc3c2c(C)nn3-c2cccc(Cl)c2C)cc1 | 12.8% |
| OCc1ccc(-c2ccc3nnc(-c4ccccn4)n3n2)cc1 | -25.2%[44.1 µM] |
| Cc1ccc2c(c1)c1c(c(=O)n(-c3ccccc3)c(=O)n1CC(=O)c1ccc(F)cc1)n2C | 5.1% |
| Cc1noc(C)c1S(=O)(=O)N1CCCCC(NC(=O)c2c[nH]c(=O)cn2)C1 (stereo unspecified) | -6.3% |
| O=C(NCc1c[nH]c2ncccc12)c1cccc2[nH]ccc12 | -20.7%[44.1 µM] |
| COc1ccc(OC)c(C2=NS(=O)(=O)N(C)C(C(=O)Nc3ccc(C(C)=O)cc3)=C2)c1 | -17.9% |
| Cc1ccc(-c2cc3c(=O)n(CCNC(=O)c4cc(F)ccc4F)ccn3n2)c(C)c1 | ? |
| CN(Cc1cccc2ccccc12)C1CCCc2ccccc21 (stereo unspecified) | 11.2µM* |
| CCOC(=O)C1CCN(C(=O)C2CCCN(c3cnn(C)c(=O)c3)C2)CC1 (stereo unspecified) | -9.9% |
| COc1cc(OC)cc(C(=O)Nc2ccc3c(c2)CN(Cc2ccc(F)cc2)C(=O)C(C)O3)c1 (stereo unspecified) | -11.6% |
| COC(=O)c1ccc2nc(CO[C@H]3CN(Cc4ccccc4C)C[C@H]3F)[nH]c2c1 | ? |
| CCCN1C(=O)CN(C2CCCCCC2)C(=O)C1c1ccc(OCC)c(OC)c1 (stereo unspecified) | ? |
| COCCC1(NC(=O)C2CC2)CCN(C(=O)c2ccccn2)CC1 | -11.0% |
| Cc1cccc(NC(=O)c2c(NC(=O)c3ccco3)sc3c2CCC(C(C)(C)C)C3)c1 (stereo unspecified) | 7.08µM* |
| COC[C@H]1C[C@@H](NC(=O)c2ccc3c(c2)OCO3)[C@H](O)[C@@H]1O | 13.6%[44.1 µM] |
| Cc1nn2c(=O)cc(COC(=O)c3ccc(F)cc3)nc2s1 | i |
| COc1cc2ccccc2cc1C(=O)Nc1ccc2oc(-c3ccccc3)nc2c1 | 5.5% |
| Cc1ccc(-n2cnnn2)cc1S(N)(=O)=O | 14.6% |
| O=C(N[C@@H]1CN(Cc2cccnc2)C[C@H]1CO)c1cccnc1 | 0.7% |
| CN1CCN(c2nc3c(c(=O)[nH]2)CCN(Cc2cccc(Br)c2)CC3)CC1 | 3.3%[5.79 µM] |
| O=C1CCCCC(C(=O)NCCCn2cccn2)N1 (stereo unspecified) | 2.2% |

3 entries picked at random from those above, as already listed:
| molecule | Pf Dd2 inh |
| --- | --- |
| COCCC1(NC(=O)C2CC2)CCN(C(=O)c2ccccn2)CC1 | -11.0% |
| Cc1nn2c(=O)cc(COC(=O)c3ccc(F)cc3)nc2s1 | i |
| COc1cc2ccccc2cc1C(=O)Nc1ccc2oc(-c3ccccc3)nc2c1 | 5.5% |

Continuation:
| molecule | Pf Dd2 inh |
| --- | --- |
| Cc1ccc(S(=O)(=O)C(CNC(=O)Cc2ccc(Cl)cc2)c2cccs2)cc1 (stereo unspecified) | 1.9% |
| COc1ccc(OC)c(CN2CCNc3cnc(Nc4ccccc4)cc3C2)c1 | -17.7%[44.1 µM] |
| CCC(=O)N1c2ccccc2CC1C(=O)N1CCN(c2ccccc2)CC1 (stereo unspecified) | 9.8% |
| O=C(CN1CCCC1=O)N1CCC2(CC1)NCCc1c2[nH]c2ccccc12 | 19.4% |
| O=C(CCC1CCCC1)N1CC2CC(C1)[C@H]1CCCC(=O)N1C2 (stereo partly specified) | 14.1% |
| Cc1ccc(C(=O)Nc2c(C(=O)Nc3ccc(C)c(C)c3)sc3nc(C)cc(C)c23)cc1 | ? |
| O=C(Nc1cccnc1)N1CC2ON=C(C(=O)N3CCOCC3)C2C1 (stereo unspecified) | 2.9% |
| Cc1nn(CC(=O)NC2CC2)c(=O)c2cc3ccccc3n12 | -13.4% |
| COc1cccc(CC(=O)NC2CCN(C(=O)c3cc4c(=O)[nH]c(C)cn4n3)CC2)c1 | ? |
| CCCN1CCN(CCNC(=O)Nc2ccc(OC)c(OC)c2)CC1 | 32.5%[activator] |
| CNC(=O)[C@@H]1CN(C(=O)c2cccnc2C)C[C@H]1COC | -3.2% |
| COc1ccc(OC)c(NS(=O)(=O)c2ccc(Br)s2)c1 | 19.5% |
| COc1ccc(N2CCN(C(=O)C(C)n3c(=O)cc(C(F)(F)F)c4c(C)nn(C)c43)CC2)cc1 (stereo unspecified) | ? |
| COc1cccc(N2CC(NC(=O)C3CC3)CC2=O)c1 (stereo unspecified) | 34.5%[activator] |
| Cc1ncc(S(C)(=O)=O)c(NCCn2nc(C)nc2C)n1 | 23.0% |
| CCN1CC(CN(C)C(=O)c2cc(Cn3c(C)nc4ccccc43)[nH]n2)CC1=O (stereo unspecified) | -1.3% |
| COc1ccc(N2CCN(S(=O)(=O)c3ccc(-c4cc(C(F)(F)F)on4)s3)CC2)cc1 | i |
| CCn1ccc(C(=O)N2CCCC(c3nnnn3C)C2)n1 (stereo unspecified) | 3.3% |
| Cc1ccc(CN2CCC(Cc3nnc(CO)n3-c3ccccc3)CC2)o1 | 25.0% |
| COc1ccc(CCN2C(=O)O[C@@H]3CN(C(=O)CN)C[C@@H]32)cc1 | -1.6% |
| COCCOCC(=O)NC1CCN(C(=O)N2CC3CC(C2)[C@H]2CCCC(=O)N2C3)CC1 (stereo partly specified) | 15.3% |
| O=C(NCCS(=O)(=O)N1CCN(c2ccc(F)cc2)CC1)C(c1ccccc1)c1ccccc1 | ? |
| COc1cccc([C@H]2CN(C(=O)CCc3scnc3C)C[C@@H]2N)c1 | ? |
| O=C(Cc1cccc(F)c1)N1CCC2(CC1)NCc1ccccc1-n1ccnc12 | i[5.79 µM] |
| N#Cc1c[nH]n2c(NC3CCCC3)c(-c3cccc(Br)c3)nc12 | -23.8% |
| c1cncc(-c2cc(-c3cccc(N4CCOCC4)c3)cn3cncc23)c1 | -27.6%[44.1 µM] |
| COc1cccc(CC2CN(Cc3ccc(F)cc3OC)CCO2)c1 (stereo unspecified) | ? |
| CCC(CC)C(=O)Nc1nnc(S(=O)(=O)N2CCCCCC2)s1 | -22.1% |
| O=C1NCC2(CCN(Cc3cccc4ccccc34)CC2)Oc2ccccc21 | ? |
| COCCn1cnc2ccc(-c3cccc(O)c3)nc2c1=O | -7.9%[44.1 µM] |
| COc1ccc(-c2cc([C@H]3CN4CC[C@H]3C[C@@H]4CNC(C)=O)n(C)n2)cc1 | i |
| O=C(CCc1ccccc1)N1CCC(n2cc(-c3nc(-c4ccccc4)no3)nn2)C1 (stereo unspecified) | i |
| CSc1ccccc1C(=O)N1CCN(C(C)=O)CC(O)C1 (stereo unspecified) | -5.3% |
| Cc1cccc(OCc2c(C(=O)N3CCCC3c3nncn3CCN(C)C)noc2C)c1 (stereo unspecified) | i |
| COc1ccc(Cl)cc1N1C(=O)[C@@H]2C[C@@H](NC(=O)Cc3cccs3)CCN2C1=O | ? |
| Cc1c(Cl)cccc1NC(=O)CCCn1nc(C)c2sc3ccccc3c2c1=O | ? |
| COCC1(CNS(=O)(=O)c2ccc(F)cc2)C[C@@H](O)[C@@H](O)C1 (stereo partly specified) | i |
| O=C(c1ncoc1C1CC1)N1CCOC(c2ccc(Cl)cc2)C1 (stereo unspecified) | -16.1% |
| Cn1cc(S(=O)(=O)N2CCCCCC2)cc1C(=O)NCc1ccc(F)cc1 | -4.6% |
| Cc1nc(CN(C)Cc2nc(-c3cccc(Cl)c3)oc2C)no1 | ? |
| COc1ccc(CN2CCOC[C@H](Oc3cccc(C)n3)C2)cc1 | i |
| Cc1c(C(=O)Nc2ccc(-c3nc4cc(Cl)ccc4o3)cc2)oc2ccccc12 | 21.6% |
| COc1cccc([S+](=O)([O-])N2CCCC3(CC(c4cccc(C(F)(F)F)c4)=NO3)C2)c1 (stereo unspecified) | 1.8% |
| CCOc1ccc(C(=O)N2CCCCC2CCN2CCOCC2)cc1 (stereo unspecified) | -6.7% |
| COc1cccc(CNC(=O)C2CCN(S(=O)(=O)N3CCC(C)CC3)CC2)c1 | 18.8% |
| COc1ccccc1-c1cc(-c2ccccc2)nc2c(C)noc12 | i |
| Cc1cccc2c1-c1sc(C(=O)Nc3ccccc3C(N)=O)cc1CO2 | 0.6% |
| COc1cccc(CC(=O)N2C[C@@H](Oc3ccccc3)C[C@H]2C(=O)N2CCOCC2)c1 | -7.4% |
| Cc1ccc(C)c(S(=O)(=O)c2nnn3c2nc(N2CCCC2)c2sccc23)c1 | ? |
| CC1=C[C@@H](CN(CC2CC2)CC2CC2)[C@H](C(C)C)C[C@H]1Cc1nc2ccncc2[nH]1 | -1.0%[44.1 µM] |

Next section
| molecule | Pf Dd2 inh |
| --- | --- |
| Cc1ccc(CSCC(=O)N2CCN(c3ccc(F)cc3)CC2)cc1 | 19.4% |
| CCOc1ccccc1C(=O)NCC(c1cccs1)S(=O)(=O)c1ccc(F)c(C)c1 (stereo unspecified) | 20.2% |
| O=C1CC(c2ccccc2)N(C(=O)C2CC2)CCCN(S(=O)(=O)Cc2ccccc2)CCN1 (stereo unspecified) | ? |
| CC(C)N1CCN(C2CCOC3(CCN(C(=O)Nc4ccccc4)CC3)C2)CC1 (stereo unspecified) | 14.9% |
| COc1cccc(NC(=O)Cc2c[nH]c3ncc(-c4ccccc4C)cc23)c1 | i |
| CCOc1ccc(CC(=O)NC2CCN(c3cc(-c4ccc(F)cc4)[nH]n3)C2)cc1OCC (stereo unspecified) | -9.7% |
| O=[S+]([O-])(c1ccncc1)c1nnn2c1nc(NC1CC1)c1ccccc12 | -2.0% |
| COc1cccc([S+](=O)([O-])N2CCC(C(=O)O)(c3ccccc3)CC2)c1 | 6.6% |

Screening results deposited in PubChem by National Center for Advancing Translational Sciences (NCATS).
